USP1 inh: USP1/UAF1 (human) deubiquitinase inhibition. O94782. recombinant USP1/UAF1, Ub-Rhodamine cleavage fluorescence. Potency, µM (top dose mostly 57.1 µM), inactives show at the top dose activity change, negative = inhibition, most hits filed as inhibitors. 390,000 compounds, 0.23% hits. AID 743255; note: potency is the fitted concentration of half-maximal effect; % is set by controls: 0 for no effect and ±100 for the full control effect; nearly all actives have a fitted effect of over 60% in size; inactives centre near -12
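High-throughput fluorogenic screen: 1nM USP1/UAF1 complex, Ub-Rho substrate 150nM final, 50mM HEPES pH 7.8 with 0.5mM EDTA, 0.1 mg/ml BSA, 1mM TCEP and 0.01% Tween-20.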
RXFP1 ag: agonists of human relaxin receptor RXFP1. Q9HBX9. HEK293T-RXFP1 cAMP TR-FRET, 30 min; response scale: percent of porcine relaxin response, buffer zero. Potency, µM (highest dose often 57.5 µM), for inactives: at the highest dose activation, actives largely listed as activators. 370,000 compounds, 0.3% hits. AID 2676; note: potency is the fitted concentration of half-maximal effect; % is set by controls: 0 for no effect and ±100 for the full control effect; nearly all actives have a fitted effect of over 60% in size; many of its hits are not listed in these tables
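cAMP rise read by TR-FRET after 30 min, 37C compound exposure (up to 58 uM) in RXFP1-transfected HEK293 cells with Ro 20174 present. EC50 from Hill-equation fits, with 29 nM porcine relaxin as 100% and buffer as basal.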
Glioma ERSR ind: ER stress response induction in glioma; U87-MG GRP78 promoter luciferase reporter, 16 h; 420,000 compounds, 0.02% hits; Potency, µM, for the others: at the top dose activation, most hits filed as activators; note: potency is the fitted concentration of half-maximal effect; series mostly up to about 76 µM; % of control where 0% means no effect; nearly all actives have a fitted effect of over 35% in size
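Stably transfected U87-MG glioma cells carrying a GRP78-based luciferase sensor; 16 h compound incubation. Luminescence end-point read 10 min after Bright-Glo addition at room temperature.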
Vif-A3G inh: blocks the Vif interaction with human APOBEC3G. Q9HC16. HeLa A3G-eYFP + Vif (tagged APOBEC3G with the HIV-1 protein that degrades it), YFP fluorescence, overnight. Potency, µM (doses to about 46.1 µM), without a hit: top-dose activity, negative = active, actives largely listed as inhibitors. 410,000 compounds, 0.076% hits;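 note: potency is the fitted concentration of half-maximal effect; % is set by controls: 0 for no effect and ±100 for the full control effect; nearly all actives have a fitted effect of over 60% in size; hits raise eYFP signal because A3G escapes Vif-driven loss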
Target sequence (Q9HC16 whole entry, looked up): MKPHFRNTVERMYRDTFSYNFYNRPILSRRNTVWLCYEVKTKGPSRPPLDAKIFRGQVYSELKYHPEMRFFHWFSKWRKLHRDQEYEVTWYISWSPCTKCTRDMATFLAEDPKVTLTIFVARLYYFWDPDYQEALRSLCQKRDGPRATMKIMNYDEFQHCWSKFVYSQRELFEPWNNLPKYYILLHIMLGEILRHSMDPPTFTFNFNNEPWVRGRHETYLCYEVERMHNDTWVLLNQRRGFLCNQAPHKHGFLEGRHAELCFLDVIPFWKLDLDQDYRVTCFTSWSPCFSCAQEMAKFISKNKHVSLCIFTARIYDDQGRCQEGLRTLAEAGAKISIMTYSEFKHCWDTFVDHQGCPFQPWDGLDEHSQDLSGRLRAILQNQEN
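Read-out is eYFP fluorescence (Ex 488/Em 500-530) from Vif-expressing HeLa A3G-eYFP cells; more signal means A3G escaped Vif-mediated degradation. Cells plated overnight, compound pinned in, incubated overnight at 37 deg C.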
TrxR1 substrate: is turned over as a substrate by rat TrxR1; O89049; purified TrxR1 substrate turnover, NADPH consumption readout; Potency, µM (series often up to 114 µM), for the others: at the top dose activity change, negative = substrate turnover; 390,000 compounds, 0.01% hits; note: potency is the fitted concentration of half-maximal effect; % is set by controls: 0 for no effect and ±100 for the full control effect; nearly all actives have a fitted effect of over 50% in size
Target sequence (O89049 whole entry, looked up): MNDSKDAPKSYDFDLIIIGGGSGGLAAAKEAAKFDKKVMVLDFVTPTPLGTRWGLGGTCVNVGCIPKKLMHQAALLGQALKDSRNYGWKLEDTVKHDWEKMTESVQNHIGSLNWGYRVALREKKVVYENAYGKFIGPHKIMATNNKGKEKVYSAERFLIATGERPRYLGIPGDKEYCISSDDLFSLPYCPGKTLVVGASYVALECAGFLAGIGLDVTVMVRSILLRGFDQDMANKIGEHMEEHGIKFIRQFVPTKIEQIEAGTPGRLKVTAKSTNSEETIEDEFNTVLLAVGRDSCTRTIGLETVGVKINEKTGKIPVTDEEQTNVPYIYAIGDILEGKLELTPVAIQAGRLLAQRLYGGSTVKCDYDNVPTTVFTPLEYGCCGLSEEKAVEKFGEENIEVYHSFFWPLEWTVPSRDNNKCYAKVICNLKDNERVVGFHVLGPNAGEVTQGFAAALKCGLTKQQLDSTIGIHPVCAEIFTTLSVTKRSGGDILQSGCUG
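Rat TrxR1, dispensed at 90 nM, was prereduced with 400 uM NADPH (final) for 5 min at ~22 deg C, then incubated with compound 15 min before 400 uM selenite. A first-read NADPH fluorescence drop versus no-compound background flagged substrates.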
IDH1 R132H inh: inhibitors of human mutant IDH1 R132H. O75874. 390,000 compounds, 0.093% hits. Potency, µM (top dose mostly 76.6 µM), for the others: at the top dose activity change, negative = inhibition, usual class: inhibitors. IDH1-R132H enzyme, NADPH consumption, diaphorase/resazurin fluorescence; note: potency is the fitted concentration of half-maximal effect; % is set by controls: 0 for no effect and ±100 for the full control effect; nearly all actives have a fitted effect of over 65% in size
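IDH1-R132H (0.5 ug/mL dispensed) in pH 7.5 Tris buffer was preincubated 30 min with compound, then given a substrate mix of 0.016 mM NADPH and 2 mM alpha-KG for 80 min at room temperature; remaining NADPH was read by diaphorase/resazurin fluorescence.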
LDHA inh: inhibitors of human lactate dehydrogenase A. P00338. purified LDHA, NADH/diaphorase-resazurin fluorescence; active compounds read low. activity change, % (values are at about 110 or 230 µM). 480,000 compounds, 0.15% hits. AID 1347041; in the data active = activity change below about -30%; inconclusive = mostly about -25% to -30%;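 note: plate controls were DMSO wells for no effect and wells without enzyme for full effect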
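Remaining NADH was detected by diaphorase (0.133 mg/mL) converting 37 µM resazurin to fluorescent resorufin, read at 0 and 20 minutes. The preceding 5-minute room-temperature reaction used 2 nM LDHA, 0.2 mM sodium pyruvate and 0.06 mM NADH at pH 7.4.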
PI4K2A block: inhibitors of human PI4K2A. 420,000 compounds, 0.13% hits. Q9BTU6. activity change, negative = inhibition, % at 76.9 µM. purified PI4K2A, ADP-Glo luminescence, 1 h; active compounds read low. AID 1346378; in the data active = activity change below about -50%; inconclusive = mostly about -30% to -49%;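 note: -100% = wells without enzyme as full effect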
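ADP-Glo luminescence measured ADP generated by PI4K2A enzyme (4 ug/mL before mixing) with 1.2 mM PI substrate (pre-mix) and 300 microM ATP (pre-mix). Tris pH7.5 buffer with MgCl2, Triton X-100; 1 h reaction at ambient temperature.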
Vif-A3F inh: inhibitors of Vif-A3F interaction | HeLa A3F-eYFP + Vif (tagged APOBEC3F with the HIV-1 protein that degrades it), YFP fluorescence increase | Potency, µM (series often up to 46.1 µM), inactives show top-dose activity, negative = active | 390,000 compounds, 0.2% hits | AID 602313; note: potency is the fitted concentration of half-maximal effect; % of control where 0% means no effect; nearly all actives have a fitted effect of over 65% in size
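Fluorescence increase (Ex 488/Em 500-530) after overnight compound treatment at 37 deg C flags inhibition of Vif-driven A3F-eYFP loss in stable HeLa A3F-eYFP/Vif cells seeded overnight beforehand.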
* hit, by the source's call; ? = inconclusive; · = no result given; & = joins results of further samples; [ ] = another dose, or the depositor's remark. Unless noted, calls come from the whole dose curve; as a rule, active = well fitted curve in the direction sought with a large enough effect; inconclusive = small, poorly fitted or top-dose-only effect, or another doubt; inactive = no such curve, though single readings can be large; an effect the other way counts as inactive or inconclusive. Only part of the results is shown, so the mix of outcomes need not match the whole.

no.	Compound	USP1 inh	RXFP1 ag	Glioma ERSR ind	Vif-A3G inh	TrxR1 substrate	IDH1 R132H inh	LDHA inh	PI4K2A block	Vif-A3F inh
1	CCOC(=O)N/N=C/c1cn(Cc2ccccc2Cl)c2ccccc12	-25%	0.2%	0%	-3%	4%	0%	-12	-5	2%
2	COCCCOc1cc(NCc2ccccc2)c2ncn(C(C)C)c2c1	-14%	·	-1%	3%	-6%	-18%	17	4	6%
3	O=C(Nc1nnc(COc2ccc(Cl)cc2)s1)c1ccc([N+](=O)[O-])cc1	-14%	-3.8%	-3%	-1%	4%[57.1 µM]	-1%	-5	-1	1%
4	CCOC(=O)N1CCC2(CC1)C(C#N)=C(N)Oc1c2sc2nc(C)cc(C)c12	-16%	0.5%	-1%	-16%	5%	2%	-16	-1	-1%
5	CSc1nnc([C@@H]2CCCN2C(=O)OC(C)(C)C)o1	-5%	0.9%	-2%	0%	5%[57.1 µM]	4%	-6	-4	-3%
6	CCn1c(C)nc2cc(C(=O)NN=C(C)c3ccc(C#N)cc3)ccc21	13%	·	-4%	1%	-5%	0%	-2	-4	?
7	COc1cccc(C(C)(O)c2nc(-c3ccc4c(c3)OCO4)cs2)c1 (configuration not stated)	·	·	-3%	1%	·	·	-1	0	·
8	COc1cc2nc(CN3CCN(C(C)=O)CC3)[nH]c(=O)c2cc1OC	-9%	0.5%	-2%	1%	-4%[57.1 µM]	2%	-1	-3	8%
9	O=Cc1cn(-c2ccccc2)nc1-c1cc2ccccc2oc1=O	-11%	2.2%	-1%	-4%	18%	1%	-7	-8	·
10	CC1CCCN(C(=O)CSCC(=O)N=c2sc3ccccc3n2C)C1 (configuration not stated)	-19%	1.3%	-6%	-3%	2%[57.1 µM]	2%	-4	-10	2%
11	COc1cccc(OCCCN2CCCCCC2)c1	-24%	0.2%	6%	-5%	6%	1%	-6	0	-1%
12	CCN1CCN(Cc2ccc(NC(=O)c3ccc(C)c(NC(=O)c4csc(-c5ccncc5)n4)c3)cc2C(F)(F)F)CC1	?	-6.4%	-3%	1%	-4%	3%[38.3 µM]	3	-1	5%
13	O=C(Nc1ccccn1)c1ccc2ccccc2n1	-2%	0.5%	-7%	1%	-4%	1%	1	-2	-3%
14	COCCOC(=O)c1c(C)oc2ccc(OC(=O)c3ccc4c(c3)OCO4)cc12	-16%	-0.3%	-3%	-1%	-9%[57.1 µM]	5%	-3	-1	-7%
15	COc1ccc(CC(=O)NCc2csc(-c3cccs3)n2)cc1OC	-11%	-2.1%	-3%	-1%	3%	-5%	-6	-8	16%
16	C=CCON/C(CCC)=C1\C(=O)CC(C)(C)CC1=NC	-1%	3.9%	-4%	-2%	7%[11.4 µM]	3%	1	5	-10%
17	CCN(CC(=O)NCc1cccs1)C(=O)c1ccc(NS(=O)(=O)c2ccc(F)cc2)cc1	-17%	1.0%	-5%	0%	-8%	11%	0	-6	-7%
18	Cc1ccccc1/C=N\NC(=O)c1csnn1	-19%	0.9%	0%	1%	-11%	2%	1	-3	?
19	CC(C)c1ccc(NS(=O)(=O)c2ccc3[nH]c(=O)ccc3c2)cc1	4%	0.7%	-6%	2%	-19%	-29%	-24	3	5%
20	CN(C)c1ccc(C(=O)C(O)c2ccccc2)cc1 (configuration not stated)	-14%	-0.9%	-1%	-1%	-6%	-7%	0	1	·
21	O=S1(=O)C=C(N2CCCCC2)c2ccccc21	-8%	1.9%	1%	-4%	1%	4%	0	9	0%
22	CCOC(=O)CNC(=S)N(CCCN1CCCCCC1)Cc1cccs1	-7%	0.6%	-2%	2%	12%	0%	-3	0	11%
23	O=C1N=C(N2CCCCC2)S/C1=C\c1cn[nH]c1-c1ccccc1	-18%	0.7%	-6%	-1%	3%	2%	-3	0	1%
24	COc1cccc(NC(=O)CN(C)C(=O)c2ccc(NC(=O)CC3SC(N4CCCC4)=NC3=O)cc2)c1 (configuration not stated)	-9%	·	-4%	4%	5%	-6%	-2	-1	1%
25	Clc1cccc(N2CCN(Cc3nnc(-c4ccccc4)o3)CC2)c1	-11%	0.8%	1%	-4%	-4%[57.1 µM]	-5%	-8	4	0%
26	O=C(Cc1ccccc1)N1CCN(c2ccc([N+](=O)[O-])cc2)CC1	-25%	-0.7%	4%	0%	1%	-10%	0	-1	3%
27	CCOC(=O)NC(=O)/C(N=Nc1cc(C)cc(C)c1)=C(\C)O	-13%	0.0%	-1%	-1%	5%[57.1 µM]	2%	-13	0	7%
28	CC(C)(C)c1ccc(S(=O)(=O)N2CCN(Cc3cc4c(cc3O)OCO4)CC2)cc1	-21%	-0.7%	-3%	0%	1%	1%	9	-1	-3%
29	COc1ccc(OC)c(-c2[nH]nc3c2C(c2ccco2)C(C#N)=C(N)O3)c1 (configuration not stated)	-23%	0.6%	-6%	-5%	-5%[57.1 µM]	14%	13	-9	0%
30	O=C(Nc1cccc(C(=O)OCc2cc(=O)n3nc(C4CC4)sc3n2)c1)c1cccc(F)c1	-17%	29%	-2%	0%	6%[57.1 µM]	0%	-6	-3	2%
31	CCOc1ccc2c(c1)c1nc3ccccc3nc1n2C	-15%	-0.4%	3%	2%	-7%	5%	-7	1	?
32	CN1OC[C@@H]2CN(C(=S)Nc3ccc(C#N)cc3)[C@H](c3ccc(N4CCCCC4)cc3)C[C@@H]21	·	·	-3%	1%	·	·	-7	-2	·
33	Cc1nn(Cc2cccc(F)c2)c(C)c1NC(=O)c1ccc(COc2ccccc2Cl)cc1	-11%	-1.3%	-1%	-13%	-5%	8%	1	8	2%
34	Cc1ccc(C=C2C(=O)c3ccccc3C2=O)o1	-3%	3.2%	-1%	2%	-4%	7%	0	?	7%
35	CC(C)(C)C1CCC(C(=O)NCCc2ccc(S(N)(=O)=O)cc2)CC1 (configuration not stated)	-6%	-1.5%	-6%	-4%	-8%[57.1 µM]	-2%	-4	-1	?
36	O=C(CCCN1C(=O)c2ccccc2C1=O)NCc1ccc(F)cc1	-27%	6.4%	-1%	-6%	4%	3%	-2	-3	1%
37	CC(C)c1cc(N=NC(N)=O)cc(C(C)C)c1O	-24%	-1.0%	-1%	1%	-13%	8%	1	0	-7%
38	COc1cc(/C=C/CN2CCC(Oc3ccc(C(=O)N4CCCC4)cc3)CC2)ccc1O	-16%	0.2%	-2%	-1%	0%	-9%	-1	-3	5%
39	O=C(C[C@H]1C/C=C\CC[C@H](Cc2ccc(F)cc2)C(=O)OC[C@H]2CCCN2C1=O)NCCO	-3%	·	-1%	8%	2%	-12%	-1	-3	0%
40	COc1ccc(S(=O)(=O)Nc2ccccc2C(=O)N2CCOCC2)cc1C	-14%	-1.4%	-3%	0%	-1%	0%	0	4	4%
41	CCOc1ccccc1CNc1ncnc2onc(-c3ccc(F)cc3)c12	5%	1.7%	0%	0%	3%	?	-6	-3	-4%
42	NS(=O)(=O)c1ccc(CCNC(=O)CSc2ncnc3ccccc23)cc1	-10%	?	-3%	5%	6%	-1%	-4	0	11%
43	CCSc1nnc(NC(=O)C(C)(C(F)(F)F)C(F)(F)F)s1	-5%	2.4%	-6%	-1%	-19%	4%	-4	2	-2%
44	Cc1onc(-c2ccccc2Cl)c1C(=O)N1CCCCC1	-12%	0.6%	3%	-2%	-1%[57.1 µM]	-3%	-10	0	-19%
45	FC(F)(F)Oc1ccc(Nc2nc(N3CCOCC3)nc(N3CCOCC3)n2)cc1	-16%	0.0%	0%	-15%	-12%	-2%	-16	-8	-23%
46	C=CCNC(=S)N1CCN(C2CCCCC2)CC1	4%	3.1%	-3%	-2%	1%	-12%	1	-12	-8%
47	Cc1cc(C)cc(NC(=O)NC(C)C2CCCO2)c1 (configuration not stated)	0%	-1.1%	1%	1%	1%[57.1 µM]	10%	0	-18	6%
48	CCc1ccc(NC(=O)C2=CC(c3cccs3)=NS(=O)(=O)N2C)cc1	?	2.4%&-4.9%	-3%&1%	-8%&2%	3%[57.1 µM]	8%&-11%	-1&5	-7&2	-1%&-9%
49	CCC(C)c1ccccc1NC(=O)CN(C)CC(=O)Nc1ccccc1SC (configuration not stated)	-25%	3.2%	-5%	-1%	3%	7%	0	1	0%
50	Cc1nnc(SCC(=O)N(C)c2ccccc2)n1-n1cccc1	-3%	-1.0%	-3%	0%	-1%	0%	-7	-20	4%
51	Cn1c(SCc2ccccc2)nnc1-c1ccc(O)cc1	3%	1.9%	2%	2%	2%[57.1 µM]	-5%	-3	9	-7%
